LYP phosphatase – inhibitors of LYP phosphatase, biochemical, fluorescence intensity, uHTS (AID 1779) | Tyrosine-protein phosphatase non-receptor type 22 (Homo sapiens) | recombinant LYP phosphatase, fluorescence intensity; higher % means a stronger effect | inhibition, % at 11.5 µM; hits with a dose series show IC50 in µM | 290,000 compounds, 0.054% hits; in the data active = inhibition above about 50%;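 note: plate controls were vehicle with enzyme for no effect and no enzyme for full effect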
NS5 inhibitors – Dengue-2 NS5 methyltransferase inhibitors, primary screen, biochemical, confirmation dose response (AID 588689). Genome polyprotein (Dengue virus type 2 (strain 16681-PDK53)). Dengue-2 NS5 methyltransferase capping enzyme assay, biochemical; higher % means a stronger effect. inhibition, % at 25 µM; hits with a dose series show IC50 in µM. 340,000 compounds, 0.3% hits; in the data active = a potency from the dose series; inconclusive = inhibition above about 29% without an active follow-up result
GPR35 antagonists – GPR35 antagonists blocking zaprinast-driven arrestin recruitment, primary screen, imaging, U2OS, beta-arrestin-GFP, zaprinast agonist (AID 2058); inhibition, % at 10 µM; hits with a dose series show IC50 in µM; U2OS GPR35 beta-arrestin-GFP translocation imaging, zaprinast antagonism; higher % means a stronger effect; 290,000 compounds, 0.052% hits;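 active = inhibition of at least 50% with at least 30 cells and total cytoplasm GFP at most 10,000,000; inconclusive = under 30 cells or total GFP of 10,000,000 plus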
PhoP inhibition – inhibitors of PhoP regulon expression, primary screen, Salmonella Typhimurium, GFP reporter (AID 1863); S. Typhimurium PhoP-regulated promoter GFP reporter, 4 h; higher % means a stronger effect; one-dose inhibition, % at 50 µM; IC50 in µM for titrated hits; 300,000 compounds, 0.16% hits;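 active = inhibition over 29.93%, a cutoff 3 SD above the screen mean, later confirmed by dose response; inconclusive = inhibition over 29.93% but no dose response follow-up; inactive = inhibition at most 29.93% or unconfirmed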;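 note: 0% = low Mg2+ inducing control and 100% = high Mg2+ repressing control; strong numbers were not always called active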
Large T inhibition – SV40 large T antigen inhibitors, biochemical (AID 1903); SV40 large T antigen ATPase/helicase inhibition assay; higher % means a stronger effect; inhibition, % at 20 µM, or IC50 in µM where a hit was titrated; 310,000 compounds, 0.39% hits; in the data active = a potency from the dose series; inconclusive = inhibition mostly from about 32% at the one dose, without a potency; inactive = the rest, 99 in 100 with inhibition below about 32%; note: strong numbers were not always called active
Rac1 GTP hydrolysis – MgcRacGAP GTPase-activating activity inhibitors, confirmation, biochemical, ADP Hunter fluorescence; MgcRacGAP-stimulated Rac1 GTP hydrolysis, ADP Hunter fluorescence; higher % means a stronger effect; GST-tagged Rac1 F28L mutant substrate; inhibition, % at 30 µM, or IC50 in µM where a hit was titrated; 340,000 compounds, 0.6% hits; AID 624330, 2012;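 active = first-screen hits whose inhibition reached a set limit at any dose in the follow-up dose series; inconclusive = inhibition above the set first-screen limit but never retested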;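 note: fluorescence reports GDP produced by GAP-driven GTP hydrolysis; strong numbers were not always called active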
RSV CPE inhibition – RSV antiviral activity via CPE protection, HEp-2 cells, primary 10 µM value included (AID 2391); HEp-2 cells, RSV-induced CPE inhibition; higher % means a stronger effect; CPE inhibition, % at 10 µM; hits with a dose series show IC50 in µM; 310,000 compounds, 0.13% hits; in the data active = a potency from the dose series; inconclusive = CPE inhibition mostly from about 23% at the one dose, without a potency; inactive = the rest, 99 in 100 with CPE inhibition below about 21%; note: strong numbers were not always called active
West Nile virus CPE – West Nile virus antiviral activity, cell-based, CPE readout (AID 1621). 290,000 compounds, 0.02% hits. CPE inhibition, % at 10 µM, or IC50 in µM where a hit was titrated. West Nile virus-infected cells, CPE inhibition; higher % means a stronger effect; in the data active = a potency from the dose series; inconclusive = CPE inhibition mostly from about 3.7% at the one dose, without a potency; inactive = the rest, 99 in 100 with CPE inhibition below about 2.2%; note: strong numbers were not always called active
ER stress rescue – rescue of cells from ER stress-induced death, primary screen, 384-well, CSM14.1, thapsigargin, ATP luminescence (AID 1222). CSM14.1 thapsigargin-induced death rescue, ATP luminescence; higher % means a stronger effect. one-dose cellular ATP content (survival), % at 20 µM; EC50 in µM for titrated hits. 190,000 tested, under 10 active;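 active = EC50 below 50 µM in the dose-response confirmation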;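 note: death triggered by thapsigargin at about 15 µM added after 2 h compound pretreatment; cell ATP read after overnight thapsigargin exposure of roughly 18 to 22 hours; normalized against plate controls of thapsigargin alone and 5% DMSO vehicle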
NS5 inhibitors pilot replicate – recorded beside NS5 inhibitors, whose call it bears; inhibition, %; measured here: pilot screen replicate inhibition
* marks the source's active call; other numbers are inactive results; ? = inconclusive; · = not tested or not shown.

SMILES	LYP phosphatase	NS5 inhibitors	GPR35 antagonists	PhoP inhibition	Large T inhibition	Rac1 GTP hydrolysis	RSV CPE inhibition	West Nile virus CPE	ER stress rescue	others
O=C(O)Cc1ccc(-n2cccc2)cc1	-3%	-6%	-2%	14%	32%	16%	-0.2%	0.7%	0.7%
COc1ccccc1/C=C(/NC(=O)c1ccccc1)C(=O)NCCN1CCOCC1	-5%	-11%	3%	-4%	9%	6%	0.1%	0.4%	·
COc1cccc(CN(C)C(=O)c2cc(COc3ccc(-n4cncn4)cc3)on2)c1	-5%	-7%	13%	-11%	16%	0%	4.5%	-0.1%	·
O=C(N/N=C/c1ccccn1)C12CC3CC(CC(C3)C1)C2	-2%	-3%	-12%	-20%	11%	12%	3.5%	-0.4%	-1.5%
COc1ccccc1N1CCN(C(=O)c2noc(C(C)C)c2[N+](=O)[O-])CC1	-5%	-4%	-13%	3%	6%	9%	0.4%	0.3%	·
Brc1cnc2nc[nH]c2c1	-7%	-6%	11%	8%	4%	-1%	1.4%	0.4%	·
O=C(NC1CCCCCCC1)c1ccc(S(=O)(=O)N2CCCC2)cc1	0%	-9%	13%	-6%	0%	4%	4.3%	0.0%	-0.8%
CCCCCCCC(=O)NC(Nc1ccc(S(N)(=O)=O)cc1)C(Cl)(Cl)Cl (stereo not drawn)	-1%	5%	5%	-1%	22%	8%	17%	-1.4%	0.5%
CCCCOC(=O)n1c(=O)oc2cc(S(=O)(=O)N3CCCCC3)ccc21	-1%	1%	-1%	-12%	3%	4%	7.1%	-0.3%	·
CC(C)C(C(=O)N1CCN(Cc2ccccc2)CC1)c1ccccc1 (stereo not drawn)	-8%	-7%	-2%	6%	2%	·	0.4%	-1.3%	·
CC(=O)N1CCN(C(=O)Cn2c(=O)oc3ccccc32)CC1	-6%	-3%	-8%	-6%	-4%	9%	3.0%	0.3%	-0.6%
C[C@H](NC(=O)[C@@H]1Cc2ccccc2CN1)C(=O)NCC1CCCO1 (stereo partly drawn)	-2%	3%	2%	-10%	23%	0%	2.2%	-0.2%	·
CCOC(=O)N1CCN(Cc2nc(Cc3cccc(C(F)(F)F)c3)no2)CC1	-8%	-6%	-2%	1%	0%	-6%	1.5%	-0.5%	0.1%
CCCCOc1ccc(C(=O)Nn2cnnc2)cc1	-8%	-4%	-2%	1%	0%	4%	2.1%	0.6%	-1.8%
Fc1cccc(CCN2CCN=C2Nc2ccccc2)c1	·	7%	·	·	11%	9%	-1.0%	·	·
O=C(COC(=O)Cc1cccs1)Nc1ccccc1Cl	-3%	-3%	-6%	3%	10%	7%	0.5%	0.1%	0.8%
CNc1nc(C)cc(C)c1S(=O)(=O)c1ccc(C)cc1	-1%	-3%	-8%	1%	7%	8%	5.4%	-0.5%	-0.9%
NC(=O)CSC1=Nc2ccccc2C2=NC(CCC(=O)NCc3ccc(F)cc3)C(=O)N12 (stereo not drawn)	-6%	-4%	8%	11%	4%	1%	-0.6%	0.4%	-3.3%
Cc1cccc[n+]1CC(=O)Nc1ccc([N+](=O)[O-])cc1	-4%	9%	3%	-1%	6%	4%	0.0%	0.1%	·
COc1ccc2oc(C(=O)N3CCN(C(c4ccccc4)c4ccccc4)CC3)c(C)c2c1	·	6%	·	6%	22%	11%	15%	·	·
CN(C)Cc1c(-c2ccc(Cl)cc2)nc2ccccn12	4%	-2%	6%	7%	4%	6%	0.2%	-0.1%	0.4%
O=C(COC(=O)c1cc([N+](=O)[O-])ccc1NCCO)Nc1cccc(S(=O)(=O)N2CCCC2)c1	·	6%	·	5%	9%	6%	3.8%	·	·
CCOC(=O)c1sc(=S)n(-c2ccc(OC)cc2)c1N	-2%	·	-7%	-4%	15%	·	·	-0.5%	·
Cc1cccc(NC(=O)c2c([N+](=O)[O-])c(C(C)(C)C)nn2C)c1	-8%	-8%	-8%	-4%	6%	6%	2.5%	-1.2%	-0.6%
COc1ccccc1N1CCN(C(CNC(=O)c2ccco2)c2cccnc2)CC1 (stereo not drawn)	-3%	0%	-13%	-1%	10%	6%	2.4%	-0.1%	·
SMILES	LYP phosphatase	NS5 inhibitors	GPR35 antagonists	PhoP inhibition	Large T inhibition	Rac1 GTP hydrolysis	RSV CPE inhibition	West Nile virus CPE	ER stress rescue	others
C[N+](C)(C)CCOC(=O)C1(c2ccccc2)CCCC1	-3%	-14%	-10%	-4%	10%	-23%	0.4%	-0.1%	4.8%
COCc1cc(C)n(CC(=O)Nc2ccccc2OC)c(=O)c1C#N	-6%	-3%	12%	-3%	9%	1%	0.1%	0.1%	-0.9%
COc1cccc(/C=N\Nc2nncc(-c3ccccc3)n2)c1	-4%	3%	-2%	-1%	5%	10%	0.2%	0.5%	-3.8%
COC(=O)C1=C(C(=O)OC)C2(OC1c1ccccc1C)C(=O)c1ccccc1C2=O (stereo not drawn)	-2%	3%	8%	-5%	21%	14%	1.3%	0.2%	-0.7%
O=c1[nH]c(C2CCN(S(=O)(=O)c3ccccc3F)CC2)nc2c1nnn2Cc1ccc(OC(F)(F)F)cc1	9%	-3%	-15%	-3%	3%	8%	5.9%	-0.7%	·
O=S(=O)(c1cccc(Cn2nnc(-c3ccc(F)cc3)n2)c1)N1CCOCC1	-3%	-1%	-11%	2%	26%	9%	5.5%	0.0%	·
C/C=C(/C)C(=O)Nc1cccc(C2=NOC3(C2)C[C@@H](C(N)=O)N(C(=O)CC(c2ccccc2)c2ccccc2)C3)c1 (stereo partly drawn)	-6%	-2%	10%	2%	10%	9%	10%	-1.1%	·
CC(C)C(=O)O/N=C1\CCS(=O)(=O)c2sccc21	-10%	-9%	-24%	-8%	12%	-4%	2.6%	-0.6%	0.0%
CCOC(=O)C(NS(=O)(=O)c1ccc(Br)cc1)C(C)C (stereo not drawn)	-9%	1%	14%	-7%	6%	8%	-0.4%	-0.7%	-2.5%
CN(C(=O)CC1C(=O)NCCN1Cc1ccccc1C(F)(F)F)C1CCOCC1 (stereo not drawn)	-12%	1%	-8%	-3%	9%	5%	1.3%	0.1%	·
O=C(CN1C(=O)C2(OCCO2)c2cc(Br)ccc21)NO	·	-5%	·	·	-3%	12%	1.4%	·	·
O=C(CCNS(=O)(=O)c1ccc(Br)s1)NC1CCCC1	-3%	-4%	-11%	6%	12%	8%	-1.2%	0.6%	-0.8%
CC(C)NC(=O)c1ccc(CN2CCc3ccccc3C2)cc1	-10%	-7%	-1%	4%	4%	6%	0.7%	-1.7%	·	NS5 inhibitors pilot replicate=-5.2
CC/C(=N\O)c1ccc(O)c(OC)c1	-3%	2%	-18%	13%	?	45µM*	1.7%	0.4%	1.0%
CCOC(=O)C(CC)(CCC(=O)O)c1csc(Nc2ccc(C)cc2)n1 (stereo not drawn)	-4%	-7%	-6%	·	·	6%	1.6%	-0.5%	1.0%
CCCCn1c(N)c(N(CCOC)C(=O)CCS(=O)(=O)c2ccc(Cl)cc2)c(=O)[nH]c1=O	·	-4%	·	-7%	13%	-9%	1.4%	·	·
O=C(CC1(O)C(=O)Nc2ccccc21)c1ccc2c(c1)OCO2 (stereo not drawn)	-7%	-8%	-2%	0%	1%	2%	-0.1%	0.3%	2.8%
Cc1ccc(N=C2NC(=O)/C(=C\c3ccc(C)s3)S2)cc1	-8%	?	16%	-9%	11%	-2%	7.7%	0.0%	-0.1%
COc1ccc(CCNC(=O)C(=O)NCc2ccc(Cl)cc2)cc1OC	-8%	-4%	-1%	-5%	4%	8%	1.2%	-1.0%	0.4%
Cc1nn(C)cc1C(C(=O)NC1CCCCC1)N(C(=O)Cn1nnc2ccccc21)c1ccc(F)cc1 (stereo not drawn)	-6%	0%	2%	-11%	17%	6%	-0.6%	-0.3%	-3.2%
S=C1NCCC12C(=S)Nc1ccccc12 (stereo not drawn)	·	-6%	·	2%	18%	7%	2.4%	-0.5%	·
Cc1cc(C(=O)N/N=C2\CCCc3ccccc32)c(C)o1	-2%	-10%	0%	-5%	5%	10%	3.4%	1.0%	-1.6%
Cc1ccc(C(=O)NCCCCNC(=O)c2ccc(C)o2)o1	-1%	-3%	-3%	3%	6%	16%	-0.6%	-0.1%	-1.6%
CSc1ncccc1C(=O)N(C)CC(=O)Nc1cccc(F)c1	-8%	1%	6%	0%	22%	4%	1.2%	0.1%	·
CC(=O)c1ccc(NS(=O)(=O)Cc2ccc(Cl)cc2)cc1	1%	-9%	-7%	-6%	-1%	-8%	-0.9%	-0.3%	0.3%

The list goes on, starting with the last two of the part before.
SMILES	LYP phosphatase	NS5 inhibitors	GPR35 antagonists	PhoP inhibition	Large T inhibition	Rac1 GTP hydrolysis	RSV CPE inhibition	West Nile virus CPE	ER stress rescue	others
CSc1ncccc1C(=O)N(C)CC(=O)Nc1cccc(F)c1	-8%	1%	6%	0%	22%	4%	1.2%	0.1%	·
CC(=O)c1ccc(NS(=O)(=O)Cc2ccc(Cl)cc2)cc1	1%	-9%	-7%	-6%	-1%	-8%	-0.9%	-0.3%	0.3%
COc1cc(-c2nnc(SCC3(c4ccccc4)OCCO3)o2)cc(OC)c1OC	-1%	1%	19%	-6%	7%	13%	-1.7%	0.1%	-2.3%
Cc1c2c(nc3ccccc13)CC(C)(C)CC2=O	-4%	-4%	5%	1%	13%	-1%	-2.1%	0.3%	-1.8%
O=C(Cn1nnc(-c2ccccc2F)n1)NCc1ccco1	-8%	-3%	-10%	1%	8%	5%	2.1%	0.2%	2.1%
CCCCCOC(=O)C1=C(C)NC(=O)NC1c1ccc(OC)cc1 (stereo not drawn)	0%	5%	-4%	2%	9%	3%	6.5%	1.8%	·
CC(NC(=O)c1cc(-c2ccccc2)on1)c1ccccc1 (stereo not drawn)	-2%	-10%	19%	-5%	2%	-3%	0.5%	0.3%	-3.1%
COc1ccc2oc(C(=O)OCC(=O)N3CC(C)CC(C)C3)c(C)c2c1 (stereo not drawn)	·	-8%	·	0%	3%	13%	3.9%	·	·
CC(=O)N1CCOc2ccc(S(=O)(=O)NCC3CCC(C(=O)Nc4ccc(C)cn4)CC3)cc21 (stereo not drawn)	-8%	4%	-4%	1%	7%	12%	·	0.0%	·
CCCCN1CC[C@H]2C=CC[C@@H](C(=O)Nc3ccc(Cl)c(C(F)(F)F)c3)[C@H]2C1=O	·	2%	·	·	1%	4%	0.8%	1.2%	·
CCc1cccc(CC)c1NC(=O)CO/N=C(\C)c1cccs1	-10%	-4%	15%	3%	16%	0%	3.0%	-0.9%	-2.3%
CC(C)Cn1cc(C(=O)NCC2CCCO2)c2c3ccccc3n(C)c2c1=O (stereo not drawn)	5%	2%	-7%	2%	12%	6%	-0.3%	0.5%	2.3%
O=C1c2ccccc2C(=O)N1CCc1nc(-c2cccnc2)no1	-3%	-1%	-11%	-4%	3%	-1%	1.0%	-0.4%	0.7%

Screens (PubChem)

An unsorted share of the library; any-hit rate near 1.5%.
